Bioassay records deposited in PubChem by MTDP.
RNase H inhibition = RNase H inhibition, HIV 1 Gag Pol polyprotein, FRET biochemical assay, screening (AID 372). inhibition, % at 10 µM; hits with a dose series show IC50 in µM. HIV-1 RT RNase H, FRET RNA/DNA substrate fluorescence; higher % means a stronger effect. 0.77% of 100,000 active; in the data active means inhibition above about 50%
Starred values were filed as active, the others as inactive.

SMILES	RNase H inhibition
CCOc1ccccc1OCCCOc1c(Cl)cccc1Cl	26.0%
COc1nc(-c2ccccc2)cc(-c2ccc(OC)c(OC)c2)n1	0.0%
O=C(NCCNc1ccc(Cl)cc1[N+](=O)[O-])c1cccc2ccccc12	15.0%
O=C(Nc1ccccc1Cl)Nc1cccc2cccnc12	1.0%
CCCCCOC(=O)c1ccc(N2C(=O)c3ccc(C(=O)OCC(=O)c4ccc(Br)cc4)cc3C2=O)cc1	0.0%
O=c1oc(-c2ccc(I)cc2)nc2cc(Cl)ccc12	6.0%
CCOC(=O)c1ccc(N2C(=O)C(=O)/C(=C(/O)c3ccc(OC)cc3)C2c2ccccc2[N+](=O)[O-])cc1 (stereo not drawn)	10.0%
CCOc1ccc(/C=C2/C(=O)NC(=O)N(C3CCCCC3)C2=O)cc1OC	16.0%
CC(C)(C)C(=O)NNC(=O)c1cc(Cl)ccc1O	1.0%
CCOC(=O)C1=C(C)N=c2s/c(=C\c3cccc(OCc4ccc(Cl)cc4)c3)c(=O)n2C1c1ccccc1Cl (stereo not drawn)	3.0%
COCCNC(=O)C(=O)NCc1ccc(C)cc1	1.0%
CCN(CC)c1ccc(NC(=O)CCCOc2ccccc2)cc1	4.0%
CSc1nc(-c2ccccc2)nc(N)c1C(C)=O	1.0%
CCOC(=O)COc1c(Br)cc(/C=C(\C#N)c2nn(CCO)c(N)c2C#N)cc1OCC	14.0%
CC1=C(C(=O)OC2CCCC2)C(c2ccccc2[N+](=O)[O-])C2=C(CC(C)(C)CC2=O)N1 (stereo not drawn)	8.0%
COc1cccc(/C=N/NC(=O)C(Oc2ccccc2)Oc2ccccc2)c1	12.0%
CC(C)OC(=O)C(C(=O)C(F)(F)F)c1cc(NS(=O)(=O)c2ccc(Cl)cc2)ccc1O (stereo not drawn)	19.0%
CC(=O)c1ccc(N2CCCCC2C)c(F)c1 (stereo not drawn)	0.0%
NS(=O)(=O)c1cccc(C(=O)Nc2ccc([N+](=O)[O-])cc2)c1	4.0%
O=C(N/N=C/c1ccc(Br)s1)C(c1ccccc1)c1ccccc1	17.0%

Some of these compounds in order of length of the SMILES, smallest number first.
SMILES	RNase H inhibition
COCCNC(=O)C(=O)NCc1ccc(C)cc1	1.0%
CCOc1ccccc1OCCCOc1c(Cl)cccc1Cl	26.0%
O=c1oc(-c2ccc(I)cc2)nc2cc(Cl)ccc12	6.0%
O=C(N/N=C/c1ccc(Br)s1)C(c1ccccc1)c1ccccc1	17.0%
CCCCCOC(=O)c1ccc(N2C(=O)c3ccc(C(=O)OCC(=O)c4ccc(Br)cc4)cc3C2=O)cc1	0.0%
CCOC(=O)C1=C(C)N=c2s/c(=C\c3cccc(OCc4ccc(Cl)cc4)c3)c(=O)n2C1c1ccccc1Cl (stereo not drawn)	3.0%
CCOC(=O)c1ccc(N2C(=O)C(=O)/C(=C(/O)c3ccc(OC)cc3)C2c2ccccc2[N+](=O)[O-])cc1 (stereo not drawn)	10.0%

(further entries)
SMILES	RNase H inhibition
COc1cccc(/C=N/NC(=O)c2ccccc2C)c1O	10.0%
COC(=O)CN1C(=O)Nc2ccc(Br)cc2C1c1ccccc1Cl (stereo not drawn)	0.0%
CCOc1ccc(/C=C2/C(=O)NC(=O)N(c3ccc(C(C)C)cc3)C2=O)cc1	10.0%
COc1cccc(C2C(C(=O)OC3CCCC3)=C(C)NC3=C2C(=O)CC(C)(C)C3)c1 (stereo not drawn)	21.0%
COC(=O)c1cc(C(=O)Nc2ccc(Br)cc2F)cc([N+](=O)[O-])c1	25.0%
Cc1cc(C=C2C(=O)NC(=S)NC2=O)c(C)n1-c1ccc(N2CCOCC2)cc1	14.0%
Cc1ccc(N2C(=O)/C(=C\c3ccc(N4CCCC4)cc3)C(=O)NC2=S)cc1	22.0%
Cc1ccc([N+](=O)[O-])cc1-c1ccc(/C=C(\C#N)C(N)=O)o1	26.0%
CC(C)(C)C1CCc2c(sc(NC(=O)c3ccncc3)c2C#N)C1 (stereo not drawn)	11.0%
O=C(CSC1CC(=O)N(c2ccc(C(=O)O)cc2)C1=O)Nc1ccc(Cl)cc1 (stereo not drawn)	0.0%
O=C(Nc1cccc(NC(=O)C(Cl)(Cl)Cl)c1)c1ccc(Cl)cc1Cl	13.0%
CCc1ccc(/C=C2\SC(=S)N(CC(=O)N3CCC(Cc4ccccc4)CC3)C2=O)cc1	3.0%
CCOC(=O)C1CCCCN1Cc1ccc(OC)c(C)c1 (stereo not drawn)	0.0%
Cc1ccccc1N1CCN(C2=NC(=O)/C(=C\c3ccc(-c4ccc([N+](=O)[O-])cc4)o3)S2)CC1	16.0%
C=CCSc1nc2sc3c(c2c(=O)n1CCc1ccccc1)CC(C)(C)OC3	16.0%
O=C(NC(=S)Nc1cc([N+](=O)[O-])cc(Cl)c1O)c1ccc(F)cc1	7.0%
Clc1cccc(N2CCN(CCCc3ccccc3)CC2)c1	7.0%
O=C1Nc2ccccc2/C1=C\c1c(Cl)cccc1Cl	40.0%
Cc1cc(OCC(=O)Nc2cccc(F)c2)ccc1Cl	2.0%
O=C(NC(=S)Nc1ccccc1[N+](=O)[O-])c1cccs1	9.0%
COc1ccc2c(C)nc(N=C(N)N)nc2c1	20.0%
O=C1C2C3C=CC(C2C(=O)N1c1ccccc1F)C1C(=O)N(c2ccccc2F)C(=O)C31 (stereo not drawn)	0.0%
CC(C)=NNC(=O)C(=O)Nc1ccc(F)cc1	5.0%
Cc1ccc(N2C(=O)/C(=C/c3ccc(-c4cccc(C(=O)O)c4)o3)SC2=S)c(C)c1	28.0%
CCOC(=O)c1ccc(NC(=O)/C=C/c2ccc([N+](=O)[O-])s2)cc1	18.0%
O=c1c2c3c(sc2n2c(=S)[nH]nc2n1-c1ccccc1)CCCC3	5.0%
Cc1cccc(N/C=C(\C#N)c2nc(-c3cc4ccccc4oc3=O)cs2)c1	7.0%
O=C(Nc1ccccc1C(=O)O)c1ccc(Cl)c(Cl)c1	11.0%
COCCNC(=O)C(=O)Nc1cccc(OC)c1	29.0%
C=CCN1C(=O)CS/C1=N\S(=O)(=O)c1ccc([N+](=O)[O-])cc1	7.0%
CC1CCC(N=Cc2c(O)[nH]c3ccccc23)CC1 (stereo not drawn)	7.0%
COc1ccc(/C=C2\C(=O)NC(=S)N(c3cccc(Br)c3)C2=O)cc1	0.0%
O=C(Nc1ccc2oc(-c3cc(I)ccc3Cl)nc2c1)c1ccccc1[N+](=O)[O-]	14.0%
COC(=O)c1cc(C(=O)Nc2ccc(Br)c(C)c2)cc([N+](=O)[O-])c1	41.0%
COc1ccc(NC(=O)C2=C(C)NC(=S)NC2c2cc(OC)c(OC)cc2OC)cc1 (stereo not drawn)	3.0%
Cc1ccc(C(=O)NNC(=O)c2cc3ccccc3cc2O)cc1	15.0%
CC(=O)Nc1ccc(S(=O)(=O)N/N=C/c2ccco2)cc1	8.0%
CCOC(=O)COc1c(Br)cc(/C=C2\C(=O)NC(=O)N(c3cc(C)cc(C)c3)C2=O)cc1OC	26.0%
Cc1cc2nn(-c3ccc(Cl)cc3)nc2cc1NC(=S)NC(=O)c1cccs1	36.0%
COc1ccc(OC)c(N(CC(=O)Nc2ccc(Cl)cc2)S(C)(=O)=O)c1	0.0%

Given with bars between the fields: entries from further up
SMILES | RNase H inhibition
CCOC(=O)COc1c(Br)cc(/C=C2\C(=O)NC(=O)N(c3cc(C)cc(C)c3)C2=O)cc1OC | 26.0%
Cc1cc2nn(-c3ccc(Cl)cc3)nc2cc1NC(=S)NC(=O)c1cccs1 | 36.0%

Remaining list, next part
SMILES	RNase H inhibition
O=C(Cn1cnc([N+](=O)[O-])n1)N1CCN(Cc2ccccc2)CC1	0.0%
Cc1ccc(N=Cc2cc3c(cc2[N+](=O)[O-])OCO3)cc1F	8.0%
Cc1ccc(N2C(=O)C(Cl)=C(Nc3ccc(F)cc3)C2=O)c(C)c1	0.0%
O=C(O)CCCN1C(=O)/C(=C2\SC(=S)N(CCCC(=O)O)C2=O)SC1=S	6.0%
CCCCOc1ccc(C(=O)NC(=S)Nc2ccc3nn(-c4ccccc4)nc3c2)cc1	31.0%
O=C1NC(=O)N(c2ccccc2)C(=O)/C1=C/c1ccc(-c2ccccc2C(=O)O)o1	13.0%
O=c1oc2ccc3ccccc3c2cc1-c1csc(NC2CCCCC2)n1	10.0%
COc1ccc(C(=O)NC(=S)Nc2ccc3oc(-c4ccc(Cl)cc4)nc3c2)cc1Cl	42.0%
CC1=C(C(=O)OC2CCCCC2)C(c2ccco2)C2=C(CC(C)(C)CC2=O)N1 (stereo not drawn)	6.0%
CN1CCN(C2=C(Cl)C(=O)N(c3cccc(C(F)(F)F)c3)C2=O)CC1	25.0%
Cc1ccc(-c2n[nH]c(=S)n2N=Cc2cccc(OCc3ccccc3)c2)cc1	15.0%
CCOc1cc(C2NC(=S)NC(C)=C2C(=O)OC)cc(Br)c1OCc1ccccc1 (stereo not drawn)	17.0%
COc1ccc(C)cc1NC(=O)c1cc(-c2ccc(Br)cc2)nc2ccccc12	10.0%
CN(Cc1ccccc1)C(=O)c1cc([N+](=O)[O-])cc([N+](=O)[O-])c1	9.0%
O=C(c1ccccc1)C1Nc2ccccc2-c2nnc(SCc3ccccc3)nc2O1 (stereo not drawn)	28.0%
COc1ccc(N(CC(=O)Nc2ccccc2F)S(=O)(=O)c2ccccc2)cc1	3.0%
CCN(CC)c1ccc(/C=C2/C(=O)N(c3nc4ccccc4s3)N=C2CSc2ccc(Cl)cc2)cc1	28.0%
COc1cccc(N/C=C(\C#N)c2nc(-c3ccc([N+](=O)[O-])cc3)cs2)c1	1.0%
Cc1c(-c2nc(-c3ccncc3)no2)cccc1[N+](=O)[O-]	20.0%
CC(Oc1ccc(Cl)cc1Cl)C(=O)N1CCN(c2ccccc2)CC1 (stereo not drawn)	5.0%
Cc1cc2c(cc1C)-c1nc3ccccc3c(=O)n1C(C)(C)C2	11.0%
CC(=O)CCc1c(C)c2cccc(C)c2[nH]c1=S	6.0%
COc1ccc(S(=O)(=O)Nc2ccc(C)c(C)c2)cc1	2.0%
COc1cc(/C=C2\SC(=S)N(c3ccc(C)cc3C)C2=O)cc(OC)c1OC	6.0%
Cc1cc(C=C2C(=O)N(C)C(=S)N(C)C2=O)c(C)n1-c1ccc(O)cc1	9.0%
Cc1ccc(NC(=S)NC(=O)c2ccccc2C)cc1	17.0%
CCOc1cc(/C=C2/SC(=S)N(CC(=O)O)C2=O)ccc1OCc1ccc(Cl)cc1	20.0%
CC(=O)Nc1cc(C(N)=O)c(Cl)cc1Cl	1.0%
CC1CCN(CC(O)COc2ccc(C(C)C)cc2)CC1 (stereo not drawn)	0.0%
CCCCOc1ccc(C(=O)NC(=S)Nc2ccc(N(C)C)cc2)cc1	12.0%
Cc1ccc(N=C(Nc2ccc(C)cc2)c2ccccc2)cc1	0.0%
COc1ccc(CN2CCN(S(C)(=O)=O)CC2)cc1OCc1ccccc1	3.0%
N#C/C(=C/Nc1cccc(Cl)c1Cl)c1nc(-c2ccc3c(c2)OCO3)cs1	58.0%*
CC(C)C1(C)NC(=S)N(c2ccccc2)N1 (stereo not drawn)	3.0%
O=[N+]([O-])c1ccc(NCCCNS(=O)(=O)Cc2ccccc2)cc1	9.0%
O=C(CSCc1ccc(Cl)cc1Cl)Nc1ccc(O)cc1C(=O)O	7.0%
CCOC(=O)c1ccc(N=Cc2cccc(O)c2O)cc1	4.0%
COc1ccc(C2C(C(=O)OC3CCCCCC3)=C(C)NC3=C2C(=O)CC(C)(C)C3)c(OC)c1OC (stereo not drawn)	0.0%
CC1=NN(c2ccc(C)c(C)c2)C(=O)/C1=C\c1c(C)[nH]n(-c2ccc(Br)cc2)c1=O	10.0%
CC1=C(C(=O)OCCOC(C)C)C(c2ccc([N+](=O)[O-])cc2)C2=C(CC(C)(C)CC2=O)N1 (stereo not drawn)	0.0%
O=C(CCN1C(=O)c2ccccc2C1=O)Nc1ccc([N+](=O)[O-])cc1Br	1.0%
CCCCNCCCOc1cc(Cl)ccc1Cl	57.0%*
COc1cc(OC)c(NS(=O)(=O)c2ccc(C(C)(C)C)cc2)cc1Cl	19.0%
CC(C)(C)c1ccc(OCCOc2ccc(C=C3C(=O)NC(=O)NC3=O)cc2)cc1	14.0%
CC(C)(C)NC(=O)CN(Cc1ccccc1)S(=O)(=O)c1ccc(Br)cc1	8.0%
Cc1ccc(-n2nc3cc(C)c(NC(=O)c4cccc(Br)c4)cc3n2)cc1	7.0%
O=C(CCC(=O)N/N=C/c1ccccc1Cl)N/N=C\c1ccccc1Cl	6.0%
c1ccc(CCNc2ccnc3cc4ccccc4cc23)cc1	16.0%
COc1ccc(-c2cc3cc(OC)c(OC)cc3c(-c3ccccc3Cl)n2)cc1OC	10.0%
Cc1ccc(C)c(OCCCCn2ccnc2)c1	8.0%
C=CCn1c(SC(C)CC)nc(O)cc1=O (stereo not drawn)	4.0%
Cc1ccnc(NC(=O)COc2ccc(C)cc2C)c1	4.0%
COc1ccc(/C=C2/SC(N3CCOCC3)=NC2=O)cc1	44.0%
COc1cc(/C=N\Nc2nnc(-c3ccccc3)c(=O)[nH]2)cc([N+](=O)[O-])c1O	0.0%
COc1ccc(OC)c(NC(=O)CN(c2ccc([N+](=O)[O-])cc2)S(=O)(=O)c2ccccc2)c1	8.0%
COc1ccc([N+](=O)[O-])cc1-c1ccc(/C=c2/sc3nc4cc(C)c(C)cc4n3c2=O)o1	27.0%
O=C1NC(=O)/C(=C/c2ccc(-c3ccc(O)c(C(=O)O)c3)o2)S1	4.2µM*
Cc1ccc(C(=O)Nc2nc(C34CC5CC(CC(C5)C3)C4)c(C)s2)cc1	23.0%
O=C1CC(NC2CCCCC2)C(=O)N1c1ccccc1 (stereo not drawn)	7.0%
O=[N+]([O-])c1ccc(N2CCOCC2)cc1N1CCCC1	15.0%
The listing continues.
SMILES	RNase H inhibition
O=c1oc(-c2ccccc2Cl)nc2ccccc12	11.0%
CCc1c(C)sc(NC(=O)c2cccc([N+](=O)[O-])c2C)c1C(N)=O	15.0%
O=C(Nc1cccnc1)c1cc(S(=O)(=O)N2CCOCC2)ccc1Cl	4.0%
Brc1ccc(-c2ccc(/C=N/Nc3nncc(-c4ccccc4)n3)o2)cc1	8.0%
Cc1sc2ncnc(Nc3ccncc3)c2c1C	9.0%
COC(=O)c1ccccc1NC(=O)c1ccc(C)cc1	0.0%
Cc1ccc(Nc2nc(-c3ccc(-c4ccccc4)cc3)cs2)cc1	16.0%
CC(=O)CC(C)(C)Nc1ccccc1	8.0%

Only part of the results is shown. The share of hits here may be higher or lower than overall.
